STAT3 act: IL-6 driven STAT3 reporter potentiators, primary screen, U3A cells, luciferase, luminescence, MLSCN library; IL-6 STAT3-luciferase reporter; 100% = signal with IL-6 EC80 alone; activation (% of control), % at 5.6 µM; hit rate 0.91% among 190,000;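 active means activation above the screen-wide mean of compound activation plus 3 SD, cut at about 130% in these data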;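 further: 0% = background luminescence of wells with medium and substrate only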
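Test system: human U3A cells carrying STAT3-luciferase construct; control set: IL-6-only wells as 100% reference; timing: compound pre-incubation 1 h before IL-6, then 6 h stimulation at 37 °C; also added: IL-6 stimulus at 33 ng/mL final; evaluation: % activation versus median of IL-6-stimulated wells; detection: reporter luminescence signal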
RAM network inh: inhibitors of the yeast RAM network, primary screen, dse1pr::URA3 reporter, 5-FOA selection. S. cerevisiae dse1pr::URA3 reporter, 5-FOA growth OD615, 2 d; analog-sensitive cbk1-as2 kinase mutant strain. inhibition, % at 50 µM. hit rate 1.8% among 190,000;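 active means inhibition above a set limit, 3 SD over mean compound inhibition, cut at about 8.4% in these data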;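 further: 0% = DMSO-only wells with no growth and 100% = 10 µM 1-NA-PP1 full growth; inhibition rescues growth on 5-FOA so higher OD means more RAM inhibition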
PPARg SRC-3 ag: PPARgamma agonists recruiting SRC-3 coactivator, primary screen, biochemical; hit rate 0.26% among 200,000; activation, % at 8 µM; biochemical PPARgamma/SRC-3 coactivator recruitment assay; Peroxisome proliferator-activated receptor gamma (Homo sapiens), P37231; in the data active means activation above about 23%;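 further: 0% = DMSO and 100% = reference agonist; some compounds past the cut are filed as inactive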
Target sequence (P37231 whole entry, looked up): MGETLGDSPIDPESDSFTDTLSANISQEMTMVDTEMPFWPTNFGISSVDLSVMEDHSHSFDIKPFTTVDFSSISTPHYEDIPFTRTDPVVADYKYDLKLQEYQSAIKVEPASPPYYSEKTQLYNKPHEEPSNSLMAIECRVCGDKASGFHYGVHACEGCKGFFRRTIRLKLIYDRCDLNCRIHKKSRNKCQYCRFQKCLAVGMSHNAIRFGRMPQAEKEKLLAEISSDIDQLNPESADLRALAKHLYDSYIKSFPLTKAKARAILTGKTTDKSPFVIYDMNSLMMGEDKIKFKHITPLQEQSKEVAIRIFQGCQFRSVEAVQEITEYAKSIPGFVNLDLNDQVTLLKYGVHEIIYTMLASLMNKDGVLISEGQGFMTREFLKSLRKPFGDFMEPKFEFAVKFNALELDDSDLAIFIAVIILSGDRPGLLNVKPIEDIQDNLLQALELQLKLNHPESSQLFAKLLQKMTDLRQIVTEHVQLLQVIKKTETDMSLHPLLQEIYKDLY
TLR4 MyD88 comp: inhibitors of TLR4-MyD88 association in cells, primary screen, cell-based, HeLa CL3-4, BLA complementation, FRET ratio; Toll-like receptor 4 (Homo sapiens) + Myeloid differentiation primary response protein …; HeLa CL3-4 TLR4/MyD88 BLA complementation; inhibition, % at 8.4 µM; hit rate 0.18% among 200,000; AID 861, 2007; in the data active means inhibition above about 25%;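 further: 0% = vehicle and 100% = reference inhibitor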
PPARg SRC1 recr: PPARgamma agonists recruiting SRC-1 coactivator, primary screen, biochemical; Peroxisome proliferator-activated receptor gamma (Homo sapiens), P37231; PPARgamma-SRC-1 coactivator recruitment biochemical assay; activation, % at 8 µM; hit rate 0.41% among 200,000; AID 631, 2007; in the data active means activation above about 19%;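 further: 0% = DMSO and 100% = reference agonist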
S1P3 antag: S1P3 receptor antagonists, primary screen, cell-based; inhibition, % at 4.98 µM; Sphingosine 1-phosphate receptor 3 (Homo sapiens), Q99500; hit rate 0.27% among 170,000; CHO S1P3 NFAT-BLA reporter, FRET fluorescence, antagonist mode;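 active means inhibition above the plate cutoff, the mean inhibition of test wells on that plate plus 3 SD, cut at about 28% in these data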;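 further: cells challenged with S1P at its EC80 of 0.8 µM; blue over green emission ratio from cleaved BLA substrate after 4 h stimulation; 0% = S1P-stimulated wells and 100% = unstimulated DMSO-only wells; some compounds past the cut are filed as inactive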
Target sequence (Q99500 whole entry, looked up): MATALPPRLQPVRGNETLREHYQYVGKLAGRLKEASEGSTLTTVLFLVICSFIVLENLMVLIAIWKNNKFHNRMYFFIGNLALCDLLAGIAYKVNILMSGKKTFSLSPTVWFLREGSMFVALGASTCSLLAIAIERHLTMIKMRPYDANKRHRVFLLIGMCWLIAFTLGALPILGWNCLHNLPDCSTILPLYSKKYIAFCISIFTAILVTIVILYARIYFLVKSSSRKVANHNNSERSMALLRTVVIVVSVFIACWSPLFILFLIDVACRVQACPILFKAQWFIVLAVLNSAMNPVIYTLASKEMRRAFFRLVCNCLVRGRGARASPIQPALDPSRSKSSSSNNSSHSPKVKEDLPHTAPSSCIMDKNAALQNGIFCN
STAT3 blocker: IL-6 driven STAT3 reporter inhibitors, primary screen, U3A cells, luciferase, luminescence, MLSCN library; IL-6 STAT3-luciferase reporter; host cell line lacks STAT1; inhibition, % at 5.5 µM; hit rate 0.89% among 190,000; AID 862, 2007;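 active means inhibition above the mean inhibition across all screened compounds plus 3 SD, cut at about 44% in these data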;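 further: 0% = DMSO only wells and 100% = 100 µM nifuroxazide control wells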
PPARg SRC-2 ag: agonists of PPARg-SRC-2 recruitment, primary screen, biochemical, HTS | hit rate 0.34% among 200,000 | activation, % at 8 µM | Peroxisome proliferator-activated receptor gamma (Homo sapiens), P37231 | PPARgamma LBD-SRC-2 recruitment; in the data active means activation above about 22%;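 further: 0% = vehicle and 100% = reference agonist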
STAT1 inh: STAT1 signaling inhibitors, primary screen, cell-based, HTS, luciferase reporter | hit rate 0.35% among 200,000 | NIH 3T3 STAT1-luciferase reporter, IFN-gamma, luminescence | inhibition, % at 5.5 µM | AID 920, 2007;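 active means inhibition above a set limit, the mean inhibition across all tested compounds plus 3 SD, cut at about 34% in these data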;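 further: 0% = IFN-gamma with DMSO and 100% = IFN-gamma with 300 µM nifuroxazide; values of inactives mirror those of a sister screen read the other way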
ROMK mod: ROMK potassium channel modulators, primary screen, cell-based, thallium flux, MLSMR library. ATP-sensitive inward rectifier potassium channel 1 (Homo sapiens), P48048. Tet-inducible ROMK, thallium flux fluorescence; actives lie on both sides. B-score at 10 µM. hit rate 2% among 130,000. AID 1918, 2009;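 active means signal ratio slope over the read window, or its plate-corrected B-score, at least 3 SD from the plate mean, either direction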;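 further: B-score of the F/F0 ratio slope over 7 to 12 s after thallium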
SRC2 TRFRET art: TR-FRET signal artefacts, primary screen, artefact control for PPARgamma SRC-2 agonist project, biochemical; TR-FRET ratio at 8 µM; TR-FRET artefact counter-screen; active compounds read high; hit rate 0.4% among 200,000; in the data active means TR-FRET ratio above about 2000; further: inactives centre near 1500
* = called active by the depositor; / = no result given.

SMILES	STAT3 act	RAM network inh	PPARg SRC-3 ag	TLR4 MyD88 comp	PPARg SRC1 recr	S1P3 antag	STAT3 blocker	PPARg SRC-2 ag	STAT1 inh	ROMK mod	SRC2 TRFRET art
Cc1ccc(NC(=O)COC(=O)C2=COCCO2)c([N+](=O)[O-])c1	91	2.1	3	0	6	-8	14	-1	8	-1.1	1456
COc1ccc(/C=C/C(=O)Nc2nc(C)c(C(=O)N(C)C)s2)cc1	97	4.2	6	7	8	-4	7	10	-15	-0.026	1723
CCCOc1ccc(/C=C/C(=O)O)cc1OC	101	-0.6	0	4	-6	2	4	-2	-12	0.019	1531
CCN(CC)CCNc1nc(-c2ccccc2)nnc1C(F)(F)F	108	3.5	-6	-3	-11	/	-3	2	-1	/	1441
COC(=O)c1ccc(CSc2nc3c(c(=O)n2-c2ccc(F)cc2)SCC3)o1	96	2.6	-6	-2	-3	/	8	-1	7	0.95	1417
NS(=O)(=O)c1ccc(CCNC(=O)Cc2c[nH]c3ccccc23)cc1	118	2.2	5	2	6	-3	-11	3	-2	0.17	1563
Cc1cn2c(nc1=O)OC1C(O)C(COC(=O)c3ccccc3)OC12 (stereo unspecified)	107	1.2	-5	-12	6	50	-3	-8	0	-0.2	1452
Cc1nc([N+](=O)[O-])c(Sc2nc3ccc([N+](=O)[O-])cc3[nH]2)n1Cc1ccccc1	93	1.4	4	-8	4	3	6	4	7	0.52	1541
Cc1cccc(-n2cnc3cc([N+](=O)[O-])ccc32)c1	93	-0.3	4	-10	3	6	8	5	-4	-0.56	1602
NC(=O)c1ccccc1NS(=O)(=O)c1cccs1	101	2.5	-1	-5	0	-12	2	5	-4	/	1533
Cc1cccc(/N=C/c2c(O)ccc3oc4c(c23)CCCC4)n1	93	0.8	2	-12	3	6	9	1	7	-0.039	1429
Cc1cc(Br)ccc1OCC(=O)NNC(=O)c1ccc(NC(=O)C2CC2)cc1	109	4.0	-10	7	-8	/	-5	6	-2	1.5	1533
CCOC(=O)N1CCC(NC(=O)c2cc3c(=O)[nH]c4ccccc4c3n2C)CC1	98	4.2	2	1	4	-5	7	5	-7	0.33	1598
O=C(NNC(=O)c1cc(-c2ccccc2)nn1-c1ccccc1)c1ccccc1	106	3.0	-2	4	-2	7	-10	5	-8	0.072	1693
CSc1nc2nc3c(cn2n1)C(=O)CC(c1ccccc1)C3 (stereo unspecified)	97	2.2	2	-5	3	/	7	6	-6	/	1619
O=C(Nc1cccc(C(=O)N2CCCC2)c1)c1ccccc1Cl	118	1.4	7	-16	3	/	-20	10	-5	/	1489
CCC(C)N(C)C1CCN(C(=S)Nc2cccc(OC)c2)CC1 (stereo unspecified)	98	0.3	-2	-4	7	0	9	2	-7	0.2	1581
COCc1cc(N2CCN(c3ccccc3F)CC2)nc(-c2ccccc2)n1	96	-1.0	2	10	0	-1	8	4	-6	-0.24	1227
CC(=O)OC1COC(n2ccc3cc([N+](=O)[O-])ccc32)C(OC(C)=O)C1OC(C)=O (stereo unspecified)	101	0.6	3	-12	7	/	0	5	5	-0.45	1654
COCCCN1C(=O)C(=O)/C(=C(/O)c2ccc(OC(C)C)cc2)C1c1cccnc1 (stereo unspecified)	102	-0.7	10	-4	9	3	7	9	-1	/	1631
CCCCNC(=O)C1CC(c2c(Cl)cccc2Cl)=NO1 (stereo unspecified)	92	-0.3	10	-8	1	/	14	-5	7	/	1588
Cc1ccc(NC(=O)Cn2nc(C(F)(F)F)c3c2CCC3)cc1	76	0.1	-2	16	-1	/	26	5	1	-0.87	1569
O=[N+]([O-])c1ccc(Cl)cc1N1CCCCC1	102	3.4	2	-1	5	-2	2	-2	10	0.18	1678
C=CCOc1ccc(Cl)cc1C(=O)O	103	-0.8	5	5	4	-20	0	16	14	-0.22	1646
Cn1c(CNc2cccc(C(F)(F)F)c2)n[nH]c1=S	91	-0.6	0	-13	-6	-7	12	0	-9	-0.76	1638
C=CCn1c(CC(=O)OC)csc1=Nc1ccc(C(C)=O)cc1	115	-0.6	2	0	0	8	-12	-2	-5	/	1499
NCC(=O)NCC(=O)OCc1ccccc1	95	0.9	1	-22	7	7	14	5	4	0.031	1621
COc1cccc(/C=N/Nc2nnc(C)n2N)c1OCc1ccccc1Cl	113	0.5	-1	9	-5	-3	-15	-12	-11	/	1556
COc1ccc(N(CC(=O)Nc2cccc(SC)c2)S(C)(=O)=O)cc1Cl	102	2.1	7	-3	9	-22	0	1	-1	/	1718
COc1ccc(-n2c(C)cc(-c3cn4cccc(C)c4n3)c2C)cc1	103	1.1	5	-16	6	-7	7	-2	-2	-0.099	1675
C#CCSc1nccc(-c2nn(-c3ccc(C)cc3)ccc2=O)n1	104	3.4	3	-13	-2	/	2	5	3	0.76	1668
CSc1nc(C)c2c(n1)N(c1cccc(C)c1)CC2	87	0.1	16	-3	6	/	26	9	-13	/	1873
CCOC(=O)Cn1cc(C(=O)OC)c2ccccc21	101	0.6	10	-14	-12	8	4	0	-4	/	1561
CC(C)c1ccc(/C=C/C(=O)N2CCCCCC2)cc1	86	0.9	2	-14	11	4	19	2	-1	0.72	1651
Cc1ccc(N(CC(=O)N2CCN(c3ccc(F)cc3)CC2)S(=O)(=O)c2c(C)nn(C)c2C)cc1	101	0.3	-10	13	-1	-1	3	4	-5	/	1453
Cc1ccc2oc(=O)n(CCCOc3ccccc3)c2c1	90	-0.1	-11	1	-3	40	15	-8	-23	-1.3	1429
Cc1ccc(NC(=S)NCc2ccc3c(c2)OCO3)cc1C	92	-0.5	0	2	-1	2	13	-6	2	1.4	1647
O=C(NCC1CCCO1)c1cc([N+](=O)[O-])ccc1Cl (stereo unspecified)	111	4.0	3	-13	6	-12	-11	7	-6	-0.02	1561
CN(CC(=O)NCC1CCCO1)S(=O)(=O)c1cc(Cl)ccc1Cl (stereo unspecified)	95	-0.1	1	-3	1	/	4	9	9	-0.45	1583
O=C(/C(Br)=C/Nc1cc(Cl)ccc1Cl)C(F)(F)F	100	0.9	0	-14	4	13	0	-9	-14	0.26	1736
CCc1cc(C(=O)N2CCCC(CNS(=O)(=O)c3cccs3)C2)n(C)n1 (stereo unspecified)	100	0.6	1	-11	0	4	5	-1	-1	0.12	1434
Cn1nc(-c2ccccc2)c(-c2nc(-c3ccc(Cl)cc3)no2)c1Cl	83	2.3	4	3	4	/	22	7	1	/	1673
O=C(NCc1ccco1)c1ccc2c(=O)n(CC3CCCO3)c(=S)[nH]c2c1 (stereo unspecified)	99	3.3	-3	-1	-8	-19	6	4	10	/	1338
Cc1nc2ccccc2c(=O)n1NC(=O)Nc1ccccc1	99	-0.5	-4	0	0	-18	3	2	2	0.021	1449
COc1ccc(C(=O)CN2C3=NCCCN3c3ccccc32)cc1OC	96	1.2	0	-6	0	5	8	-11	0	-0.98	1555
CCOc1cc(C)c(Cl)cc1S(=O)(=O)N(CC)CC	105	0.8	-3	3	0	16	-2	9	-1	/	1625
CC(C)c1cc(NCC2CCCO2)n2c(nc3ccccc32)c1C#N (stereo unspecified)	97	-0.2	2	6	1	/	3	8	6	0.93	1628
COC1(OC)C(/C=C/c2ccc(Cl)cc2)C(C#N)(C#N)C1(OC)OC (stereo unspecified)	86	2.4	1	12	-6	/	20	-1	19	-1.2	1595
O=C(CN1CCN(C(=O)c2cccs2)CC1)NC1CCCCC1	96	0.3	-5	17	-4	-8	7	1	0	-0.014	1594
O=C(O)c1ccc(NS(=O)(=O)c2ccc3nnn(O)c3c2)cc1	109	0.7	-6	1	-2	/	-4	-2	4	0.76	1580
CCCCC(=O)Nc1cccc2c1C(=O)N(c1ccccc1)C2=O	96	5.7	-2	1	5	-44	8	1	-3	-0.22	1849
CC(C(=O)N1CCOCCOCCOCC1)N1C(=O)c2ccccc2C1=O (stereo unspecified)	107	0.0	4	3	-8	-11	0	-7	2	-1.4	1519
O=C(Nc1nc2ccccc2[nH]1)c1ccccc1[N+](=O)[O-]	106	0.4	4	-1	-2	-3	-6	-4	-41	-0.5	1494
CCOC(=O)N1CCN(C(=O)COC(=O)c2ccc(O)cc2O)CC1	99	1.9	5	6	0	-8	3	6	12	0.48	1574

Structural class: the compounds so far with an aryl methoxy group (7)
SMILES	STAT3 act	RAM network inh	PPARg SRC-3 ag	TLR4 MyD88 comp	PPARg SRC1 recr	S1P3 antag	STAT3 blocker	PPARg SRC-2 ag	STAT1 inh	ROMK mod	SRC2 TRFRET art
COc1ccc(/C=C/C(=O)Nc2nc(C)c(C(=O)N(C)C)s2)cc1	97	4.2	6	7	8	-4	7	10	-15	-0.026	1723
CCCOc1ccc(/C=C/C(=O)O)cc1OC	101	-0.6	0	4	-6	2	4	-2	-12	0.019	1531
CCC(C)N(C)C1CCN(C(=S)Nc2cccc(OC)c2)CC1 (stereo unspecified)	98	0.3	-2	-4	7	0	9	2	-7	0.2	1581
COc1cccc(/C=N/Nc2nnc(C)n2N)c1OCc1ccccc1Cl	113	0.5	-1	9	-5	-3	-15	-12	-11	/	1556
COc1ccc(N(CC(=O)Nc2cccc(SC)c2)S(C)(=O)=O)cc1Cl	102	2.1	7	-3	9	-22	0	1	-1	/	1718
COc1ccc(-n2c(C)cc(-c3cn4cccc(C)c4n3)c2C)cc1	103	1.1	5	-16	6	-7	7	-2	-2	-0.099	1675
COc1ccc(C(=O)CN2C3=NCCCN3c3ccccc32)cc1OC	96	1.2	0	-6	0	5	8	-11	0	-0.98	1555

Source: PubChem (several laboratories)
